High-throughput results: PubChem BioAssay, several laboratories
PDI turbidity – PDI (human) enzyme inhibition; P07237; PDI insulin aggregation turbidity, A650, 90 min; inhibition, % at 10 µM; 350,000 tested, 0.052% active;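 active = mean inhibition across replicates of 30% or more, whatever share of single replicates reach that level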;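 note: absorbance from insulin aggregation driven by PDI reduction with DTT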
aDG glyco up – increases alpha dystroglycan glycosylation. AID 624168. 360,000 tested, 0.22% active. activation, % at 10 µM. Pro5-aDG cells, alpha-DG glycosylation AlphaScreen (IIH6); 0% Pro5, 100% B10-LARGE cell signal;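 active = activation of at least 8% versus controls, or a plate z-score of at least 8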;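 note: Pro5 are CHO cells carrying HIG-tagged alpha-DG that lacks glycosylation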
ABCB6 inh MLPCN – human ABCB6 transporter inhibition. Q9NP58. K562-ABCB6 porphyrin accumulation, flow cytometry, 1 h; hits give low values. fluorescence ratio to DMSO, % at 10 µM. 360,000 tested, 0.19% active. AID 602162;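 active = fluorescence ratio to DMSO below 75%, the collection mean minus 3 SD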;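 note: signal is porphyrin accumulated inside mitochondria; 100% equals median channel fluorescence of DMSO control wells; lower ratio means ABCB6 inhibition with less porphyrin fluorescence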
Target sequence (Q9NP58 whole entry, looked up): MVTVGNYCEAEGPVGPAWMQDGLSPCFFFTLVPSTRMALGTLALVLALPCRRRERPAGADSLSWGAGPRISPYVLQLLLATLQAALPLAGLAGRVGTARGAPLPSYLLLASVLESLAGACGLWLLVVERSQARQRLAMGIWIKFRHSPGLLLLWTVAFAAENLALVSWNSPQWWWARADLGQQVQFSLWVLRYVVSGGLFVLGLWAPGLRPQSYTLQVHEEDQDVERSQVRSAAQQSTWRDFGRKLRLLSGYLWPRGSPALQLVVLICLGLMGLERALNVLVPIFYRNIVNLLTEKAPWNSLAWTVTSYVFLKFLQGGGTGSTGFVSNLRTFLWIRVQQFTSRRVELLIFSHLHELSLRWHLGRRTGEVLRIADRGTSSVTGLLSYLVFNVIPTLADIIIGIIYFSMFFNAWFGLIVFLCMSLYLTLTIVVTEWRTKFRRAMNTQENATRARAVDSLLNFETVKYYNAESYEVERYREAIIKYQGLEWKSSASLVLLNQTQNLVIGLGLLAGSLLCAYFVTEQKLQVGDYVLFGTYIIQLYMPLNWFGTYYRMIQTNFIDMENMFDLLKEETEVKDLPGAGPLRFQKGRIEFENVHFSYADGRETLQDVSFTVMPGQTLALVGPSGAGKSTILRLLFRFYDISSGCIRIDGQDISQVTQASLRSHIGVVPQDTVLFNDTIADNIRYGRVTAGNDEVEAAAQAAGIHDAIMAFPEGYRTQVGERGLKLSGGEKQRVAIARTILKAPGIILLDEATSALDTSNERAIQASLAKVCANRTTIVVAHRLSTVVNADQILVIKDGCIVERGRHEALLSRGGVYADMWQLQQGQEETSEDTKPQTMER
H9c2 protect – myocardial damage modulation in H9c2 cells; 360,000 tested, 0.63% active; protection from H2O2 cell death, % at 20 µM; H9c2 cardiomyocytes, H2O2 injury protection, ATPLite, 2 h;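 active = compounds giving at least 50% protection of heart cells from peroxide-induced death in the single-dose screen, raw or plate-pattern-corrected value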;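 note: 0% = DMSO wells with peroxide and 100% = DMSO wells without peroxide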
hiPSC survival – increases survival of single human iPS cells. hiPSC single-cell survival, ATPlite luminescence; 100% = ROCK inhibitor wells, 0% = DMSO. survival enhancement, % at 20 µM. 360,000 tested, 0.044% active; in the data active = survival enhancement above about 18%;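 note: cells exposed to compounds for 16 hours before the ATP read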
Vif inh – inhibitors of HIV Vif; HEK293T cells, Vif self-association by quenched fluorescence, imaging, 24 h; inhibition, % at 7.49 µM; 340,000 tested, 0.35% active; in the data active = inhibition above about 50%, passing the limit was not always enough; note: some results filed as inactive read as strong as hits
HTR2A ag – mouse HTR2A agonism via beta-arrestin recruitment; activation, % at 7.6 µM; 360,000 tested, 0.66% active; P35363; AID 624169; CHO-K1 mHTR2A beta-arrestin complementation, luminescence; percent of 30 µM serotonin response;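 active = activation above a run cutoff, the mean activation of all tested compounds plus 3 SD, cut at about 14% in these data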;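 note: 0% = plate median of compound wells and 100% = 30 µM serotonin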
Exocytosis inh – lytic granule exocytosis inhibition; AID 651702; TALL-104 LAMP-1 surface exposure, flow cytometry; cells stimulated with thapsigargin and PMA; inhibition, % at 10 µM; 360,000 tested, 0.66% active;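 active = inhibition above about 55%, limit read from the data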
CaV13 FRET inh – Primary screen for inhibitors of IQ motif and Ca2+-dependent inactivation inhibitor domain binding in CACNA1D, Förster resonance energy transfer in living cells, …. AID 743397. inhibition, % at 12.3 µM. 340,000 tested, 0.098% active. HEK cells, CFP/YFP FRET ICDI-IQ, plate reader, 10 min; percent FRET-ratio fall versus neutral wells;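 active = mean replicate inhibition of at least 30% and at least 1% of replicates passing that level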;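 note: 0% = median of the neutral control wells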
Glyco luc inh – N-linked glycosylation inhibition | D54 ERlucT glycosylation luciferase reporter, 24 h; percent of 100 nM tunicamycin response | reporter increase, % at 12.5 µM | 360,000 tested, 0.23% active | AID 588692;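 active = mean luciferase reporter signal, scaled so untreated is 0 and the glycosylation-blocking control 100, at or above a set limit in every replicate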;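 note: luciferase carries N-glycosylation sites so blocking glycosylation raises the light; 0% = median of neutral control wells and 100% = median of 100 nM tunicamycin wells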
* marks the source's active call; other numbers are inactive results; · = no result given.

item	Structure	PDI turbidity	aDG glyco up	ABCB6 inh MLPCN	H9c2 protect	hiPSC survival
1	COc1cccc(-c2cc(-c3cccnc3)nc(N)c2C#N)c1	14	0.2	102	17	1.7
2	COc1ccc(NC(=O)N(Cc2ccc3c(c2)OCO3)C2CC(=O)N(c3ccc(OC)cc3)C2=O)cc1 (configuration not stated)	7	0.1	109	3	-0.4
3	COc1cccc(C(=O)Nc2ccccc2OC(F)(F)F)c1	-3	0.2	96	6	-0.1
4	COc1ccc(CNC(=O)C2=CC(c3ccc(C)cc3)=NS(=O)(=O)N2C)cc1	·	-0.1	104	6	-2.2
5	Cc1cc2nccc(-c3ccc(F)cc3)n2n1	-4	0.2	96	1	-0.3
6	CC1CCN(S(=O)(=O)c2cc(C(=O)N3CCN(c4ncccn4)CC3)ccc2Br)CC1	-6	0.3	96	-5	1.8
7	COc1ccccc1OCc1nc(C#N)c(NCCCn2ccnc2)o1	7	-0.2	91	0	-0.4
8	CCOc1ccccc1CN1CCC(O)CC1	-12	0.0	95	-2	-0.6
9	CCOc1cc(C(=O)Nc2ccc3c4c(cccc24)C(=O)N3CC)cc(OCC)c1OCC	5	0.1	100	13	-1.8
10	CCc1ccc(-c2cc(C)no2)cc1S(=O)(=O)NCCCN1CCN(c2ccccc2)CC1	0	1.2	87	-4	-0.6
11	COc1cc(OC)cc(C(=O)OCC(=O)Nc2cccc(C(C)=O)c2)c1	0	0.1	105	1	0.3
12	O=C(NCCCN1CCOCC1)c1cccc(S(=O)(=O)N2CCN(c3ccccc3)CC2)c1	-2	0.2	100	-8	1.9

item	Vif inh	HTR2A ag	Exocytosis inh	CaV13 FRET inh	Glyco luc inh
1	3	-1	-6	-5	3
2	9	0	-2	-5	0
3	-5	3	-10	9	2
4	5	-4	-1	-5	1
5	6	3	-2	-6	-2
6	-12	-4	6	-4	-3
7	-5	-2	1	-2	0
8	9	4	0	-9	3
9	1	-3	0	-7	3
10	-8	-16	9	-6	-2
11	7	5	-4	-5	-1
12	2	-12	-3	-6	-1

Continuation.
item	Structure	PDI turbidity	aDG glyco up	ABCB6 inh MLPCN	H9c2 protect	hiPSC survival
13	COC(=O)c1cccc(N(CC(=O)NCC2CCCO2)C(=O)CCC(=O)Nc2cc(C)on2)c1 (configuration not stated)	1	-0.1	96	2	0.1
14	CC(C)(C)c1ccc(S(=O)(=O)N2CC(C(=O)O)Oc3ccc(Cl)cc32)cc1 (configuration not stated)	-1	0.0	98	-5	-0.2
15	COCCN(C(=O)COC(=O)CCC1CCCCC1)c1c(N)n(Cc2ccccc2)c(=O)[nH]c1=O	3	-0.3	96	13	0.1
16	O=C(c1cccc(S(=O)(=O)N2CCCCC2)c1)N1CCc2ccccc21	2	0.3	94	-7	-1.6
17	O=C(CCn1nc(-c2ccc(Cl)cc2)c2ccccc2c1=O)NN1CCOCC1	-1	0.0	97	7	-0.5
18	COc1ccc(N2CC(C(=O)OCC(=O)Nc3cc(C)on3)CC2=O)cc1 (configuration not stated)	4	0.0	84	0	-0.2
19	COc1ccc(CNC(=O)CSc2nc3cccnc3s2)cc1	-3	-0.2	96	0	-0.5
20	CCOc1ccc(Nc2nc(N3CCCC3)nc(N3CCN(c4ccc(OC)cc4)CC3)n2)cc1	-2	-0.7	100	-7	-0.8
21	O=CN1CCN(C=O)C(O)C1O (configuration not stated)	0	-0.1	105	-4	1.3
22	COc1cc2c(cc1OC)C(COc1ccccc1OC)N(C(=O)C(C)(C)C)CC2 (configuration not stated)	-1	-0.1	101	13	-0.6
23	COc1ccc(N(CC(=O)Nc2ccc(C)cc2C)S(=O)(=O)c2ccccc2[N+](=O)[O-])c(OC)c1	-5	0.5	101	9	-1.1
24	CCN(CC)C(=O)CSc1nc2ccccc2n1CC(=O)N1CCN(c2ccccc2OC)CC1	-2	-0.1	90	14	-0.1

item	Vif inh	HTR2A ag	Exocytosis inh	CaV13 FRET inh	Glyco luc inh
13	7	3	-2	-3	-2
14	5	8	-5	-4	2
15	-2	8	3	-8	-1
16	-2	-2	-5	-9	-1
17	4	0	1	-5	2
18	4	2	-8	-3	0
19	2	1	0	-19	1
20	-4	-1	-6	-2	-5
21	4	5	-7	-6	1
22	·	3	7	-19	-1
23	7	-7	0	-4	-6
24	·	-2	-2	0	1

Carrying on:
item	Structure	PDI turbidity	aDG glyco up	ABCB6 inh MLPCN	H9c2 protect	hiPSC survival
25	Cc1cc(NC(=O)c2ccccc2)cc(NC(=O)c2ccccc2)c1C	-7	0.3	98	-7	-0.6
26	CC1(C)Cc2c(c(N3CCOCC3)nc3sc(C(N)=O)c(N)c23)CO1	7	-0.2	96	7	0.1
27	O=C(Cc1c(F)cccc1Cl)Nc1ccc(S(=O)(=O)Nc2nccs2)cc1	5	0.0	92	-4	0.7
28	N#Cc1ccc(-c2ccc(OCC(=O)NCCc3ccccc3)cc2)cc1	5	0.3	97	-4	1.8
29	NC(=O)c1ccc[n+](CC(=O)c2cccc([N+](=O)[O-])c2)c1	-5	0.0	101	0	0.1
30	CSCC[C@H](NC(=O)C1CCN(C(=O)[C@H](Cc2ccccc2)NS(=O)(=O)c2ccc(C)cc2)CC1)C(=O)O	-1	0.0	99	4	-0.6
31	O=C(O)c1cccc(C(=O)O)c1	·	0.3	100	4	-0.6
32	CCC(C)NCCCOc1ccc([N+](=O)[O-])cc1 (configuration not stated)	-1	0.2	102	2	-1.3
33	Cc1ccc2[nH]c(=O)c(CN(Cc3cccs3)Cc3nnnn3CC3CCCO3)cc2c1 (configuration not stated)	14	0.0	97	2	4.2
34	COc1ccc(N2CCN(C(=O)c3ccc(N4C(=O)NC5CC4(C)Oc4ccccc45)cc3)CC2)cc1 (configuration not stated)	9	-0.3	92	19	0.5
35	CCOc1ccc(N(CC(=O)Nc2ccc(CC)cc2)S(=O)(=O)c2c(C)[nH]c(=O)[nH]c2=O)cc1	-7	-0.1	100	-2	1.2
36	OCCC1CN(Cc2nc(-c3ccccc3)cs2)CCN1C1CCCC1 (configuration not stated)	-3	-0.1	98	-3	-0.1

item	Vif inh	HTR2A ag	Exocytosis inh	CaV13 FRET inh	Glyco luc inh
25	0	4	0	-5	-5
26	3	-1	6	-5	2
27	0	-9	-1	-3	-1
28	-5	-5	-3	-6	-4
29	-7	-4	0	-20	6
30	12	0	-1	-3	0
31	5	0	3	·	2
32	-13	3	4	-3	-1
33	12	1	-3	-4	5
34	-1	-1	0	-2	0
35	2	-1	-4	-5	1
36	-3	-8	-3	-1	-2

(further entries)
item	Structure	PDI turbidity	aDG glyco up	ABCB6 inh MLPCN	H9c2 protect	hiPSC survival
37	O=c1oc2ccccc2cc1-c1cn2ccccc2n1	-7	-0.3	100	-22	-4.5
38	CC(=O)NCCc1cc2ccc(C)c(C)c2[nH]c1=O	-9	0.2	105	7	9.4
39	Cc1cc(C)c(CN2CCN(C(=O)Cn3ccc(NC(=O)OCc4ccccc4)nc3=O)CC2)c(C)c1	-18	0.9	93	-25	-1.2
40	O=C(NCCC1=CCCCC1)c1ccc(=O)oc1	-13	-0.4	94	4	-1.3
41	Cc1nc(NCCc2ccccc2)sc1C(=O)O	-9	0.0	112	-5	-0.4
42	Cc1nc(NS(=O)(=O)c2ccccc2)sc1NC(=O)Nc1ccc(Cl)cc1	-4	0.0	98	-6	1.1
43	O=C(CN1CCCCC1)Nc1ccc(S(=O)(=O)NC2CCCCC2)cc1	-7	0.1	101	-13	-2.6
44	COc1ccc(CCC(=O)NNC(=O)Nc2cc(Cl)ccc2C)cc1	-3	0.2	94	-3	-0.5
45	CCCN(CC(=O)Nc1ccccc1C)C(=O)COC(=O)CSc1ccc([N+](=O)[O-])cc1	1	-0.2	103	-4	0.1
46	CC(C)c1cc(NC(=O)c2ccccc2)cc(C(C)C)c1O	0	0.1	102	8	-0.4

item	Vif inh	HTR2A ag	Exocytosis inh	CaV13 FRET inh	Glyco luc inh
37	-4	9	0	-5	-19
38	7	7	0	-6	3
39	-1	2	6	-4	-4
40	-1	-3	0	·	-1
41	-1	-6	-2	-5	0
42	2	2	1	-7	1
43	1	12	0	-9	-1
44	·	9	0	-5	0
45	1	0	0	-4	2
46	·	-4	0	7	-5

6 of the compounds above, with bars between the fields.
cpd | SMILES | PDI turbidity | aDG glyco up | ABCB6 inh MLPCN | H9c2 protect | hiPSC survival | Vif inh | HTR2A ag | Exocytosis inh | CaV13 FRET inh | Glyco luc inh
13 | COC(=O)c1cccc(N(CC(=O)NCC2CCCO2)C(=O)CCC(=O)Nc2cc(C)on2)c1 (configuration not stated) | 1 | -0.1 | 96 | 2 | 0.1 | 7 | 3 | -2 | -3 | -2
8 | CCOc1ccccc1CN1CCC(O)CC1 | -12 | 0.0 | 95 | -2 | -0.6 | 9 | 4 | 0 | -9 | 3
21 | O=CN1CCN(C=O)C(O)C1O (configuration not stated) | 0 | -0.1 | 105 | -4 | 1.3 | 4 | 5 | -7 | -6 | 1
3 | COc1cccc(C(=O)Nc2ccccc2OC(F)(F)F)c1 | -3 | 0.2 | 96 | 6 | -0.1 | -5 | 3 | -10 | 9 | 2
27 | O=C(Cc1c(F)cccc1Cl)Nc1ccc(S(=O)(=O)Nc2nccs2)cc1 | 5 | 0.0 | 92 | -4 | 0.7 | 0 | -9 | -1 | -3 | -1
10 | CCc1ccc(-c2cc(C)no2)cc1S(=O)(=O)NCCCN1CCN(c2ccccc2)CC1 | 0 | 1.2 | 87 | -4 | -0.6 | -8 | -16 | 9 | -6 | -2
